P. falciparum M1AAP: P. falciparum M1AAP inhibitors, biochemical, fluorogenic H-Leu-NHMec substrate, 1536-well (AID 1445); Aminopeptidase N (Plasmodium falciparum (isolate 3D7)); recombinant M1AAP, H-Leu-NHMec fluorogenic kinetic assay; higher % means a stronger effect; one-dose inhibition, % at 30 µM; IC50 in µM for titrated hits; actives 0.42% (n = 220,000);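 active means primary inhibition above the hit cutoff, then over 50% inhibition at one or more dose response concentrations, cut at about 23% in these data, passing the limit was not always enough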;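 further: plate controls were DMSO full reaction for no effect and no enzyme background for full effect; strong numbers were not always called active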
Autophagy HCS: autophagy modulators in MEF cells, primary screen, imaging, high-content, MEF GFP-LC3; MEF GFP-LC3 puncta imaging; test concentration mostly 10 µM; calls only at 10 µM (by protocol); actives 0.98% (n = 190,000); AID 463193, 2010;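 active means percentage of spot-positive cells more than 3 SD above its plate mean, without a fluorescence outlier flag or 80% toxicity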;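 further: spot-positive cell cutoff set from DMSO-treated cells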
CSM14.1 death rescue: rescue of cells from ER stress-induced death, primary screen, 384-well, CSM14.1, thapsigargin, ATP luminescence (AID 1222); CSM14.1 thapsigargin-induced death rescue, ATP luminescence; higher % means a stronger effect; one-dose cellular ATP content (survival), % at 20 µM; EC50 in µM for titrated hits; 190,000 tested, under 10 active;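 active means EC50 below 50 µM in the dose-response confirmation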;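 further: death triggered by thapsigargin at about 15 µM added after 2 h compound pretreatment; cell ATP read after overnight thapsigargin exposure of roughly 18 to 22 hours; normalized against plate controls of thapsigargin alone and 5% DMSO vehicle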
Yfh1-depleted yeast: enhancers of respiration in Yfh1-depleted yeast, dose response, Friedreich's ataxia, plus single-dose screen (AID 1465) | S. cerevisiae Yfh1-off respiration, WST-1 reduction, 72 h; higher fold induction means a stronger effect | fold induction at 50 µM; hits with a dose series show EC50 in µM | actives 0.074% (n = 220,000);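 active means fold induction of absorbance versus untreated yeast above a set limit, then at least 30% activation at any dose in follow-up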;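 further: activators that raise dye reduction in frataxin-depleted yeast; strong numbers were not always called active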
Dynein transport: inhibitors of GR-EGFP nuclear translocation, primary screen, dynein cargo transport inhibitor project, imaging, high-content, 3617.4 mouse cells; AID 1381, 2008; actives 0.47% (n = 220,000); z-score, hits read low; test concentration mostly 20 µM; stimulated with dexamethasone, 1 µM; stronger effect = lower value;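 active means plate z-score of nuclear minus cytoplasmic receptor signal below a set negative limit, without overly bright fluorescence or cell loss, cut at about -3.5 in these data, passing the limit was not always enough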;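 further: z-score of nuclear minus cytoplasmic ring GR-EGFP intensity difference per well; some compounds called inactive have numbers as strong as hits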
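Also added: dexamethasone, 1.0 µM final. Medium: tet-free, stripped-serum medium. Detection: fixed, Hoechst-stained cells imaged at 10x for EGFP. Read-out: nuclear-to-cytoplasmic GR-EGFP distribution per well. Times: induction 48 h, compound 1 h, agonist 30 min.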
MT stabilizer: microtubule stabilizers in HeLa cells, primary screen, imaging, high-content imaging. HeLa tubulin immunostaining HCS, 24 h; share of cells brighter than vehicle mean+2SD. % tubulin-high responders, % at 10 µM. AID 2205, 2009. actives 0.83% (n = 200,000);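 active means plate Z-score above 3 for both tubulin-high and condensed-nucleus cell shares, with cell loss under 80%, at 10 µM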;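 further: anti alpha tubulin signal scored within the nucleus-defined area of each cell; some results filed as inactive read as strong as hits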
M17LAP inhibition: P. falciparum M17LAP inhibitors, primary screen, biochemical, fluorogenic H-Leu-NHMec substrate, 1536-well (AID 1619); recombinant M17LAP, H-Leu-NHMec fluorogenic kinetic assay; higher % means a stronger effect; inhibition, % at 30 µM; hits with a dose series show IC50 in µM; actives 0.38% (n = 220,000);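 active means compound inhibiting the enzyme by more than half at any dose during confirmatory dose-response retesting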;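 further: plate controls were full reaction with DMSO carrier for no effect and no enzyme background for full effect; strong numbers were not always called active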
Hep lipid drop: inhibitors of hepatocyte lipid droplet formation, primary screen, imaging, high-throughput imaging, BODIPY stain; inhibition, % at 6.5 µM; actives 0.4% (n = 240,000); AML12 mouse hepatocytes, oleate lipid droplets;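 active means lipid droplet intensity inhibited by at least 50%, with more than 500 cells counted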
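Material – AML12 mouse liver cells · Also added – oleate loading, 100 µM · Compound dosing – 6.5 µM single-point dosing · Times – overnight treatment with compound plus oleate · Measured by – fluorescence imaging, 20x objective, two fields per well · Read-out – percent inhibition of filter-corrected integrated lipid droplet intensity per well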
Insulin prom up: insulin promoter activators in MIN6 cells, imaging, high-content screening, mouse beta cells | MIN6 insulin promoter-GFP reporter; stronger effect = higher value | z-score at 5 µM | actives 0.3% (n = 190,000) | AID 1625, 2009;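 active means z-score above 3 at 5 µM with at least 500 cells counted in the well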
Dynein transport cytoplasmic EGFP: further read-out of Dynein transport, marked with its call; z-score; measured here: cytoplasmic GR-EGFP intensity; stronger effect = higher value
Dynein transport nuclear GR-EGFP: second read-out of Dynein transport, no call of its own (marks repeat the call); z-score; measured here: nuclear GR-EGFP intensity;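 lower value marks the stronger effect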
Dynein transport cell count: also measured in Dynein transport; calls as there; z-score; measured here: cell count per field
Insulin prom up cell count: also measured in Insulin prom up; calls as there; cell count; measured here: cytotoxicity, nuclei count;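 total cells summed across four imaged fields per well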
Hep lipid drop cells 6.5 µM: second read-out of Hep lipid drop, no call of its own (marks repeat the call); cell count; measured here: cell count, cytotoxicity flag;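 cells counted across two imaged fields per well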
MT stabilizer Hoechst-high %: recorded beside MT stabilizer, whose call it bears; % Hoechst-high responders; measured here: nuclear condensation Hoechst responders;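 share of cells brighter than vehicle mean plus two SD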
MT stabilizer cytotoxicity %: further read-out of MT stabilizer, marked with its call; toxicity, %; measured here: cytotoxicity by cell density;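 0% = mean cell density of plate MIN control wells and 100% = no cells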
Autophagy HCS cell loss 18 h: second read-out of Autophagy HCS, no call of its own (marks repeat the call); toxicity, %; measured here: cell loss, nuclei count;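 cell loss after 18 h compound exposure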
* = called active by the depositor; i = inactive; . = not tested or not shown.

SMILES | Hep lipid drop cells 6.5 µM | Hep lipid drop | Dynein transport cell count | Dynein transport cytoplasmic EGFP | Insulin prom up | CSM14.1 death rescue | MT stabilizer Hoechst-high % | MT stabilizer cytotoxicity % | M17LAP inhibition | Dynein transport nuclear GR-EGFP | Dynein transport | Yfh1-depleted yeast | MT stabilizer | P. falciparum M1AAP | Autophagy HCS | Autophagy HCS cell loss 18 h | Insulin prom up cell count
CCN(CC)C(=O)CSc1nc2ccccc2n1CC(=O)N1CCN(c2ccccc2OC)CC1 | 796 | 7.9 | 0.808 | -0.186 | -0.52 | 2.8% | 2.3 | 3.7 | 4.2% | 0.0959 | -0.323 | i | 3.5 | 1.5% | i | 0.8 | 898
CC(=O)c1ccc(-n2ccnc2)cc1 | 711 | -2.2 | 0.461 | -0.305 | 0.54 | . | . | . | -0.5% | -0.244 | 0.355 | i | . | 0.7% | . | . | 1063
COC(=O)c1ccc(N2CCC(c3cc(-c4ccc(OC)cc4)n[nH]3)CC2)c([N+](=O)[O-])c1 | . | . | 0.277 | -0.219 | . | 6.6% | 1.0 | 10.6 | 3.7% | -0.612 | 0.295 | i | 1.8 | -1.9% | i | -4.7 | .
CC(=O)N1N=C(c2ccco2)CC1c1cc2cc(C)ccc2nc1Cl (centres undefined) | 665 | 0.8 | 0.335 | -0.237 | 0.24 | . | . | . | -4.1% | -0.0924 | -0.107 | i | . | -10.8% | . | . | 1452
Cc1ccc(S(=O)(=O)N(C)C)cc1NC(=O)C1CCC1 | 689 | 10.9 | 0.0302 | 0.039 | -0.11 | . | . | . | -8.2% | 0.0386 | 0.0724 | i | . | -1.6% | . | . | 1462
N#CC1=C(N)C2=CCCC[C@H]2[C@H](c2ccccc2)C1(C#N)C#N | 647 | -16.8 | -1.63 | 0.228 | -0.08 | -0.7% | 2.0 | 0.9 | -4.6% | -0.222 | -0.459 | i | 4.2 | 0.2% | i | -0.6 | 1347
Cc1cc(OCC(=O)NC(C)(C)C)ccc1Cl | 574 | -7.3 | 0.458 | -0.244 | 0.24 | 2.4% | 2.1 | 1.4 | -0.9% | -0.13 | -0.638 | i | 2.1 | -2.0% | i | 9.4 | 1351
COc1ccc(/C=N/NC(=O)CCn2nc(C)cc2C)cc1 | 729 | 21.9 | 1.01 | -0.243 | 0.73 | . | . | . | 1.9% | -0.0449 | -0.892 | i | . | 2.7% | . | . | 1076
CCc1cccc(CN2CCC(CNC(=O)Nc3ccc(Cl)cc3)CC2)c1 | 644 | -4.4 | 0.455 | -0.116 | 0.54 | -2.5% | 2.0 | 6.3 | -0.8% | 0.137 | -0.578 | i | 3.6 | 1.5% | i | 15.6 | 1634
Cc1ccc(NC(=O)CC(NCC2CCCO2)C(=O)O)cc1C (centres undefined) | 687 | 1.3 | 0.085 | -0.256 | . | -2.8% | 0.8 | 5.4 | 4.0% | 0.268 | 0.223 | i | 2.4 | 1.3% | i | -19.9 | .
CSc1ccccc1NC(=O)C1CCCO1 (centres undefined) | . | . | . | . | 0.96 | -1.1% | . | . | 1.5% | . | . | i | . | 3.0% | . | . | 1319
Cc1cc(N)ccc1N=Nc1c(C)n(C)n(-c2ccccc2)c1=O | 683 | 3.8 | 0.0619 | -0.231 | -0.25 | -2.7% | 1.3 | 1.3 | 42.5% | 0.126 | 0.0503 | i | 1.7 | 16.1% | i | -21.6 | 1408
COC(=O)C(C)Sc1nc(NCc2ccccc2)nc(N(C)C)n1 (centres undefined) | 717 | 5.4 | 0.395 | -0.228 | 0.02 | -0.6% | 2.1 | 4.0 | 2.5% | -0.356 | -0.0135 | i | 2.5 | 1.2% | i | 9.8 | 1191
COc1ccccc1C(=O)N(Cc1nc(-c2ccc(Cl)cc2)no1)C(C)C | . | . | -0.284 | 0.718 | -1.89 | 0.3% | 1.9 | 8.9 | -0.4% | -0.188 | -0.664 | i | 2.5 | -6.1% | i | 14.2 | 1082
CCC(=O)c1ccc(N2CCN(C(=O)COc3ccc(F)cc3)CC2)c(F)c1 | . | . | 0.423 | -0.202 | -0.75 | 3.2% | 1.2 | 0.5 | -2.2% | -0.222 | -0.376 | i | 2.9 | 1.0% | i | -2.6 | 749
COc1ccccc1NC(=S)NNC(=O)c1nn(C)c(C)c1Br | 678 | 29.7 | 0.361 | -0.288 | 0.19 | -6.0% | 2.1 | 1.7 | -21.9% | -0.343 | -0.184 | i | 3.1 | -13.6% | i | 7.0 | 1308
Cc1cc(N/N=C/c2ccc(Cl)cc2Cl)nc(NCc2ccccc2)n1 | 575 | -6.1 | 0.17 | -0.282 | . | 11.4% | 2.4 | 9.1 | -1.0% | -0.124 | 0.144 | i | 3.2 | 4.3% | i | -8.9 | .
O=C(CCS(=O)NCc1ccccc1)NCc1ccccc1 (centres undefined) | . | . | -0.663 | -0.322 | 0.21 | -1.3% | 2.0 | 5.5 | 6.5% | 0.463 | 0.383 | i | 2.8 | 3.1% | i | 5.1 | 1222
CCC(C)(C)NC(=O)C(c1ccc(OC)cc1)N(CC1CCCO1)C(=O)CCC(=O)Nc1cc(C)on1 (centres undefined) | 683* | 78.9* | -0.881 | -0.251 | . | -1.1% | 1.6 | 7.6 | 16.8% | -0.217 | 0.782 | i | 4.2 | 3.2% | i | -8.8 | .
Cc1cc(OCC(=O)N2CCOCC2)ccc1NC(=O)C1CCCCC1 | . | . | -0.001 | -0.12 | -0.21 | 0.8% | 2.2 | 11.3 | 5.2% | 0.725 | 0.842 | i | 2.3 | 3.0% | i | -5.8 | 1182
COC(=O)c1sccc1NC(=O)CCC1CCCCC1 | 677 | -11.3 | -0.977 | -0.233 | . | 0.2% | 2.3 | 6.6 | -5.3% | 0.158 | -0.428 | i | 2.8 | -5.2% | i | 4.4 | .
O=C(/C(=C(\[O-])c1ccccc1)[n+]1ccc2ccccc2c1)c1ccc(Cl)cc1 | 370 | -122.1 | 0.00166 | -0.292 | 0.45 | -1.3% | 2.5 | 3.1 | 15.2% | 0.0708 | -0.0736 | i | 5.2 | 2.1% | i | -5.2 | 1093
O=C(O)CNC(=O)c1ccc(S(=O)(=O)N2CCOCC2)cc1 | 711 | -2.0 | 0.233 | -0.299 | -0.2 | -0.2% | 1.1 | 11.6 | 15.6% | 0.655 | 0.53 | i | 2.6 | -0.9% | i | -1.8 | 925
CC1(C)N([O-])C2=C(CCCC2)[N+]1=O | 702 | 1.7 | 0.486 | -0.335 | 0.08 | -1.3% | 1.3 | 5.5 | 8.1% | -0.323 | 0.417 | i | 1.8 | 4.5% | i | -17.5 | 1333
COc1cccc(C2C(C#N)=C(N)Oc3c2oc(CO)cc3=O)c1 (centres undefined) | 721 | 12.4 | -1.46 | -0.163 | 0.28 | 5.7% | 1.3 | 5.6 | -1.6% | 1.25 | 1.72 | i | 3.5 | 5.9% | i | -1.7 | 1264
COc1ccc(/C(C)=N/NC(=S)Nc2cc(C)ccc2C)cc1 | 706 | -1.5 | 1.26 | -0.302 | -0.41 | -0.7% | 5.9 | 0.1 | 5.0% | 0.479 | 0.442 | i | 6.2 | -1.1% | i | 19.8 | 1068
COC(=O)NNC(=O)COc1ccccc1C | 703 | 1.6 | 0.7 | -0.317 | -0.97 | -1.0% | 2.6 | 9.4 | 12.1% | -0.476 | -0.473 | i | 4.1 | 1.1% | i | -6.5 | 1510
CC(NC(=O)c1cccc(C(F)(F)F)c1)C1CCCO1 (centres undefined) | 713 | 0.6 | 1.11 | -0.207 | 0.3 | . | 2.0 | 7.9 | 8.7% | -0.84 | -0.874 | i | 2.5 | 4.0% | i | 31.1 | 1257
N#CCC(=O)N/N=C/c1ccc(Sc2nc3ccccc3s2)o1 | . | . | 0.402 | -0.213 | . | 1.5% | 1.5 | 11.1 | 4.5% | -0.713 | -0.0697 | i | 2.7 | 4.5% | i | -3.3 | .
Cc1ccc(Cl)cc1NC(=O)C1CCN(S(C)(=O)=O)CC1 | 740 | -13.8 | -0.653 | -0.31 | 0.32 | -0.2% | 2.2 | 7.2 | -1.2% | -0.27 | 0.67 | i | 2.2 | -4.0% | i | -4.6 | 1396
C=C(C)CSc1nc2ncccc2[nH]1 | . | . | 0.513 | -0.332 | -0.44 | 3.1% | 1.7 | 9.7 | 2.7% | -0.287 | -0.952 | i | 2.1 | 5.8% | i | 6.1 | 1293
COc1cc(C2NC(=S)NC(c3ccccc3)=C2C(C)=O)cc(Br)c1OCC(N)=O (centres undefined) | 684 | 10.6 | -0.138 | -0.287 | -0.17 | -0.2% | 1.8 | 12.4 | 3.6% | -0.171 | -0.063 | i | 2.5 | 13.9% | i | 7.2 | 1622
Cc1ccc2nsnc2c1NC(=O)COc1ccccc1F | 727 | -8.6 | 0.347 | -0.281 | -0.53 | 1.1% | 4.2 | 7.3 | 2.1% | 0.488 | 0.398 | i | 2.9 | -2.1% | i | 1.8 | 1386
COc1ccc(OCc2ccc(C(=O)N3CCOCC3)cc2)cc1 | 779 | -2.6 | 0.111 | -0.265 | . | -0.9% | 1.4 | 4.5 | 9.2% | 0.319 | 0.426 | i | 3.1 | 1.6% | i | -4.2 | .

Screening data: PubChem, several laboratories
